RGS7-Gao reg = modulates binding of RGS7 to human Galphao | Multiplexed bead flow cytometry; actives lie on both sides | binding response (% of control), % at 10 µM | actives 0.35% (n = 220,000); in the data active = binding response below about 49% or above about 150%; inconclusive = no clear call, values can overlap the other calls; inactive = in between;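 also: fluorescent Galphao held in activated GDP-AlF4 state binding bead-coupled RGS7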
RGS8-Gao reg = regulators of human RGS8-Galphao interaction | AID 1423 | actives 0.34% (n = 220,000) | P09471 | response (percent of control binding), % at 10 µM | multiplexed bead flow cytometry, RGS8-Galphao binding; actives lie on both sides; in the data active = response below about 60% or above about 140%; inactive = in between;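 also: Galphao activated as the GDP aluminium fluoride complex binding bead-coupled RGS8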
Bcl-XL Bim block = human Bim-Bcl-XL interaction inhibition; Q07817; Bim peptide-Bcl-XL binding, bead flow cytometry, fluorescence; inhibition, % at 10 µM; actives 0.04% (n = 190,000)
Target sequence (Q07817 whole entry, looked up): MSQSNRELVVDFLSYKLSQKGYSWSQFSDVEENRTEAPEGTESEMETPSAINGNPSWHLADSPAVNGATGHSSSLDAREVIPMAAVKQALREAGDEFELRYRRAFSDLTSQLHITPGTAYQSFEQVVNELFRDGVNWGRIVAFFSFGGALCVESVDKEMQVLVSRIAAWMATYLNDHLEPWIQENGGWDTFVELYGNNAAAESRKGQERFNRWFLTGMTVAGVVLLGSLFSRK
Bim-Bcl-W = human Bim-Bcl-W interaction inhibition; Q92843; bead-based flow cytometry, Bim peptide-Bcl-W binding; inhibition, % at 10 µM; actives 0.02% (n = 190,000); AID 952;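 also: 0% = bound tracer without compound and 100% = peptide blocker; higher means less fluorescent Bim peptide bound to Bcl-W beads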
Target sequence (Q92843 whole entry, looked up): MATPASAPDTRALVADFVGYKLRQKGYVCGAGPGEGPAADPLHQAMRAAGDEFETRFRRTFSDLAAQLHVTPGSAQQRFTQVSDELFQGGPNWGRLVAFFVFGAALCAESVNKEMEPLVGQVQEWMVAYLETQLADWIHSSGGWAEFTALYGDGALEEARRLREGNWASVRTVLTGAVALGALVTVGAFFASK
Bim-Bcl-2 = inhibitors of Bim-Bcl-2 interaction, human. actives 0.06% (n = 190,000). AID 950. Bead-based flow cytometry, Bim peptide-Bcl-2 binding. inhibition, % at 10 µM; in the data active = inhibition above about 40%; inconclusive = no clear call, values can overlap the other calls;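 also: 0% = no compound wells with probe peptide and 100% = reference peptide inhibitor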
Target sequence (P10415 whole entry, looked up): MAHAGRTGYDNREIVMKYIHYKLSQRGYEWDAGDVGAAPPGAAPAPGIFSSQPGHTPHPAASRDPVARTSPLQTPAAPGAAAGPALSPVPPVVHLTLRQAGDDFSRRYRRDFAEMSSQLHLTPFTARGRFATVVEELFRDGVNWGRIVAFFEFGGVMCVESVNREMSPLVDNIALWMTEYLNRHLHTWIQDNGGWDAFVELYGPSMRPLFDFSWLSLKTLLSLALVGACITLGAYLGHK
RGS4-Gao reg = human RGS4-Galphao interaction regulation. actives 0.33% (n = 220,000). P09471. binding response (% of control), % at 10 µM. Multiplexed bead flow cytometry, RGS4-Galphao binding; actives lie on both sides. AID 1415; in the data active = binding response below about 49% or above about 150%; inactive = in between;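 also: fluorescent Galphao activated with aluminum fluoride binding bead-coupled RGS4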
GSH fluor = compound fluoresces at 488/530 nm on GSH beads | GSH beads flow cytometry, compound fluorescence 488/530 nm; stronger effect = higher value | AID 1776 | fluorescence (KMESF) at 10 µM | actives 0.25% (n = 190,000); in the data active = fluorescence above about 89;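 also: glutathione beads carrying GST-tagged Bcl family fusion proteins plus one bare bead set; values are compound well signal with DMSO vehicle wells as background; inactives centre near 16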
Bim-Bfl-1 = disrupts Bim binding to human Bfl-1. inhibition, % at 10 µM. actives 0.12% (n = 190,000). Q16548. Bead-based flow cytometry, Bim-Bfl-1 binding inhibition;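 also: 0% = wells without compound plus tracer and 100% = blocker peptide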
Mcl1-Bid inh = disrupts binding of human Mcl-1 to Bid peptide | Q07820 | TR-FRET Mcl-1/Bid-Dy647 peptide binding, 1536-well | inhibition, % at 21.7 µM | actives 0.97% (n = 220,000);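 active = compounds that cut the binding signal by more than half at the single screening dose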;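 also: His-tagged Mcl-1 with europium anti-His antibody binding Bid BH3 peptide; 0% = Mcl-1 plus peptide wells and 100% = peptide-only wells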
Mcl-1 Bim block = disrupts Bim peptide binding to human Mcl-1 | Bead-based flow cytometry, Bim peptide-Mcl-1 binding | inhibition, % at 10 µM | actives 0.1% (n = 190,000) | Q07820;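 also: 0% = no compound tracer wells and 100% = peptide blocker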
Bim-Bcl-B = human Bim-Bcl-B interaction inhibition; Q9HD36; AID 951; inhibition, % at 10 µM; bead-based flow cytometry, Bim peptide-Bcl-B binding; actives 0.073% (n = 190,000);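 also: 0% = tracer peptide without compound and 100% = reference inhibitor peptide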
Target sequence (Q9HD36 whole entry, looked up): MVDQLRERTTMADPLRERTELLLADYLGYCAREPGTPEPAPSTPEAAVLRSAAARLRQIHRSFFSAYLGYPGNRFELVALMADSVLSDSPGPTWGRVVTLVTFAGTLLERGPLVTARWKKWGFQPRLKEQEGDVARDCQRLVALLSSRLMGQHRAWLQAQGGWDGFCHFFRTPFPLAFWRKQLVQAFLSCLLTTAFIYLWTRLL
Active calls of the source: *; ? = inconclusive; · = no result given. Rule as the data show it, unless noted: active = inhibition above about 40%.

Preview, 2 compounds:
SMILES	RGS7-Gao reg	RGS8-Gao reg	Bcl-XL Bim block	Bim-Bcl-W	Bim-Bcl-2	RGS4-Gao reg	GSH fluor	Bim-Bfl-1	Mcl1-Bid inh	Mcl-1 Bim block	Bim-Bcl-B
CC(C)(C)C1=C(C#N)C(c2ccc3c(c2)OCO3)C(C#N)=C(N)O1 (configuration not stated)	101	104	0	-1	-2	107	7	0	-53	-1	-1
CCC(C)[C@H](N)c1cn([C@@H](Cc2ccc(O)cc2)C(=O)N2CCNCC2)nn1 (some centres not stated)	102	101	0	0	-1	105	21	-4	-2	0	-6

Results, previewed entries included:
SMILES	RGS7-Gao reg	RGS8-Gao reg	Bcl-XL Bim block	Bim-Bcl-W	Bim-Bcl-2	RGS4-Gao reg	GSH fluor	Bim-Bfl-1	Mcl1-Bid inh	Mcl-1 Bim block	Bim-Bcl-B
CC(C)(C)C1=C(C#N)C(c2ccc3c(c2)OCO3)C(C#N)=C(N)O1 (configuration not stated)	101	104	0	-1	-2	107	7	0	-53	-1	-1
CCC(C)[C@H](N)c1cn([C@@H](Cc2ccc(O)cc2)C(=O)N2CCNCC2)nn1 (some centres not stated)	102	101	0	0	-1	105	21	-4	-2	0	-6
CC(/C=N/NC(=O)c1nn(C)c(C)c1Br)=C\c1ccccc1	103	100	-7	-4	-13	99	14	-4	-10	-1	-10
Brc1ccccc1-c1nnc2sc(-c3ccc4c(c3)OCCO4)nn12	100	104	-1	5	-4	104	4	-10	-10	0	-8
Cc1cc(C(=O)N/N=C/c2c(C)n(C)c3ccccc23)n[nH]1	96	98	-3	-1	-2	97	12	-1	-78	-2	-4
Cc1nc(NS(=O)(=O)c2ccccc2)sc1C(C)(C)C	103	106	·	·	?	104	9	·	-47	·	·
O=C(COC(=O)c1cnccn1)c1ccc2ccccc2c1	99	99	0	0	-2	99	52	-2	-5	3	-1
CC(O)(CS(=O)(=O)Cc1ccccc1)C(=O)Nc1cccc(C(F)(F)F)c1 (configuration not stated)	92	92	-13	1	-3	89	35	-9	-23	0	-4
O=C(CN(Cc1cccs1)C(=O)c1csnn1)NC1CCCC1	97	87	-5	-3	-2	98	12	1	-5	-4	-3
Cc1cc(C(=O)NC(=S)Nc2cccc(NC(=O)C(C)C)c2)ccc1[N+](=O)[O-]	91	99	-10	-8	-5	94	9	-7	-22	-7	-11
CCN1CCCC1CNC(=O)c1ccccc1Cl (configuration not stated)	104	120	-4	-5	-1	108	15	7	-8	-7	0
COc1ccc(N=Cc2sc(O)c3ccccc23)cc1	98	100	-5	-2	-7	108	44	-6	-20	-6	-3
Cc1ccc2nsnc2c1S(=O)(=O)N1CCN(C(=O)C2CCCO2)CC1 (configuration not stated)	105	102	0	-4	-5	101	78	-7	-17	0	-3
O=C(N/N=C/c1ccsc1)C1CC1	87	89	2	0	2	79	13	0	-13	0	2
C#CCNc1cc(C)nc2ncnn12	109	107	-3	-8	-4	108	48	0	-5	-7	-3
O=C(CCC(=O)OCC(=O)c1ccc(Br)cc1)Nc1ccc(Br)c2cccnc12	101	102	0	1	-10	101	11	-11	1	-1	-2
CS(=O)(=O)c1nc(-c2ccccc2)cc(-c2ccccc2)c1C#N	102	103	-2	1	0	104	28	-2	-4	0	-4
Cc1cc(C)nc(SCc2nnc(SCC(=O)Nc3cc(C(F)(F)F)ccc3Cl)o2)n1	101	101	-1	0	-7	98	17	-11	-12	2	-3
COc1cccc(-c2ccc(-c3noc(-c4cccs4)n3)c(OC)n2)c1	109	102	-4	2	-6	103	39	-10	-17	3	-7
Cc1cc(NC(=O)CSc2nnc(C3CC3)n2Cc2ccccc2)no1	103	103	-8	1	-9	101	35	-14	6	-1	-9
CC(C)c1nnc(NC(=O)c2ccc(N3C(=O)CCC3=O)cc2)s1	101	101	-4	0	-5	100	21	-10	-24	0	-4
O=C(CSc1n[nH]c(=O)[nH]c1=O)c1cccc([N+](=O)[O-])c1	101	103	-3	-2	-3	101	8	-9	-18	-1	-10
C=CCn1c(SCC(=O)C(C)(C)C)nnc1-c1ccccn1	100	101	-3	0	-13	102	21	-17	-14	0	-9
CCOc1ncccc1C(=O)OCC(=O)N1CCc2ccccc21	?	95	-4	-2	-5	92	15	-8	-33	0	-5
Cc1nc2nc(-c3ccc(Cl)cc3)[nH]n2c(=O)c1C	108	107	-4	-2	0	111	10	0	-19	0	0
(listing goes on)
SMILES	RGS7-Gao reg	RGS8-Gao reg	Bcl-XL Bim block	Bim-Bcl-W	Bim-Bcl-2	RGS4-Gao reg	GSH fluor	Bim-Bfl-1	Mcl1-Bid inh	Mcl-1 Bim block	Bim-Bcl-B
Cc1nnc(SCC(=O)Nc2nnc(SCc3cccc(Br)c3)s2)s1	97	83	-2	-1	5	94	4	2	-2	-1	-2
CCCOc1ccc(NC(=O)CC2C(=O)N(CC)C(=S)N2CCNC(C)=O)cc1 (configuration not stated)	101	102	-2	0	3	101	12	2	2	-1	-1
N#Cc1ccsc1NC(=O)CN1CCCCCC1	84	91	7	3	-2	87	61	-12	-46	1	-6
N#Cc1ccc(NC(=O)CCc2ccc(S(=O)(=O)N3CCOCC3)cc2)cc1	94	101	-7	-1	-9	92	32	-14	7	-2	-11
O=C(O)Cc1ccc(-n2cccc2)cc1	95	99	-2	1	-1	101	10	-6	-70	2	-3
CC(=O)Nc1ccc(Nc2ccc3c4c(cc(=O)n3C)-c3ccccc3C(=O)c24)cc1	98	99	8	8	6	99	6	-1	1	8	3
COc1ccc(N(CCCN2C(=O)c3cccc4cccc(c34)C2=O)C(=O)c2cccnc2)cc1	100	100	-1	-1	-2	102	9	-5	-7	-2	-1
O=[N+]([O-])c1ccc(-c2ccn[nH]2)o1	95	100	0	1	0	98	4	2	-26	-4	-10
C=CCN(N=Nc1cccc([N+](=O)[O-])c1)c1cccc([N+](=O)[O-])c1	100	105	-7	4	-12	104	54	-9	3	-2	-10
CC(=O)Nc1ccc(NC(=O)C2CCCN2C(=O)Nc2ccc(F)c([N+](=O)[O-])c2)cc1 (configuration not stated)	?	100	0	1	1	101	11	-3	-38	0	-1
CCN(CC)C(=O)Cn1cc(C(=O)C(=O)N2CC=C(c3ccccc3)CC2)c2ccccc21	100	101	-1	0	-3	100	10	-6	-14	-1	-4
Cc1ccccc1Cn1nc(C)c(NC(=O)c2ccccc2)c1C	?	100	0	0	0	100	16	-4	2	-2	-2
CN1CCC(=NNc2ccc(S(=O)(=O)N3CCOCC3)cc2[N+](=O)[O-])CC1	102	104	-2	-1	3	108	5	0	-64	-1	0
COC(=O)Cn1cc(C(=O)C(F)(F)F)c2ccccc21	99	98	-1	-3	0	100	10	-8	0	-1	-2
COc1ccccc1OCC(=O)Nc1ccc(S(=O)(=O)Nc2cc(C)nc(C)n2)cc1	102	100	-15	0	-4	97	29	-12	3	1	-6
CCOc1ccc2[nH]c(=O)c(CN(CCCN3CCOCC3)Cc3nnnn3Cc3ccc(OC)cc3)cc2c1	99	103	-3	2	0	103	15	-3	-14	-3	-5
O=C1N(Cc2cccc(Cl)c2)C[C@@H]2C[C@@H](c3ccsc3)N3CCC[C@@]123	96	99	-4	0	-4	99	18	-4	-56	0	-3
COc1ccc(OCCC(=O)OCC(=O)c2ccc[nH]2)cc1	107	101	0	2	0	99	16	-4	-51	0	-1
CCCOc1ccc(C(NC(=O)CC(C)C)NC(=O)CC(C)C)cc1OC	104	106	-3	0	0	103	9	-1	-9	-2	-2
CC(=O)c1cccc(NC(=O)c2oc(C)nc2C)c1	97	100	-8	-6	-9	100	15	-11	3	-5	-13
CN(C)C(=O)NC1CCCCCCCCCCC1	102	105	4	3	-6	102	44	-8	-14	2	-4
Cn1cc(CN2CCCC(CNC(=O)c3ccc4c(c3)OCO4)C2)c2ccccc21 (configuration not stated)	99	102	-3	0	-4	105	11	-6	-46	0	-2
CCOc1ccc(CN2C(=O)c3ccccc3C2C(=O)NCC2CCCO2)cc1 (configuration not stated)	107	103	0	-1	0	105	13	-3	-15	0	-1
CCOC(=O)/C(C#N)=C1/C=CN(C)C(C)=N1	100	99	3	0	4	102	11	0	-1	1	0
Cc1ccc(OCC(=O)Sc2ccc(C)cc2)cc1	97	100	-9	-4	-7	98	25	-9	0	-8	-6
Continued:
SMILES	RGS7-Gao reg	RGS8-Gao reg	Bcl-XL Bim block	Bim-Bcl-W	Bim-Bcl-2	RGS4-Gao reg	GSH fluor	Bim-Bfl-1	Mcl1-Bid inh	Mcl-1 Bim block	Bim-Bcl-B
COCc1cc(C)nc(NCCO)c1C#N	103	102	-8	0	-6	102	27	-9	-21	-4	-8
Cc1ccc(-c2csc3ncnc(SCC(=O)NCc4ccc5c(c4)OCO5)c23)cc1	93	95	-2	-1	-3	94	31	-5	-3	0	-2
CC(C)Cn1c(N)c(C(=O)COC(=O)c2cc(-c3ccco3)nc3ccccc23)c(=O)n(C)c1=O	97	92	1	5	0	85	16	1	22	1	-3
CN1CCN(C(=O)c2ccccc2Nc2ccc(SC(F)F)cc2)CC1	100	99	-3	-2	-2	103	70	0	-16	-2	-4
FC(F)(F)c1nnc2sc(-c3ccccn3)nn12	96	98	-5	-1	-10	98	26	-5	-27	0	-14
NC(=O)c1nsc(C(=O)N(CC(=O)NCc2ccc3c(c2)OCO3)C2CCCC2)c1N	97	99	-1	-3	-2	97	22	-1	-10	-1	0
Cc1cc(Cl)cc(C)c1OCC(=O)O	100	103	3	6	-6	105	7	-16	-30	1	-5
Cc1ccccc1NS(=O)(=O)c1ccc(OCC(=O)NCc2ccccn2)cc1	98	99	4	1	1	102	11	1	-17	0	0
Nn1c(SCC(=O)N2CCOCC2)nnc1-c1ccco1	103	100	-3	-3	-4	100	20	-1	-16	-3	-2
COc1ccccc1CNC(=O)c1cn(C)c2ccc(S(=O)(=O)N3CCCC3)cc2c1=O	103	103	0	0	0	101	15	-2	18	0	0
Cc1ccc(S(=O)(=O)Nc2ccc3ncccc3c2)cc1	99	99	-2	-1	-11	101	35	-17	-2	0	-7
C=CCn1cc(/C=N/N2C(=O)C3C4C=CC(C4)C3C2=O)c2ccccc21 (configuration not stated)	112	105	-4	-8	-1	107	20	0	-6	-2	-1
Cn1c(N)c(C(=O)CSc2ccccn2)c(=O)n(C)c1=O	96	75	-8	-3	-1	93	11	-2	-2	-3	-7
COCC(C)NCc1ccc(C)cc1C (configuration not stated)	96	99	0	-2	0	100	32	-2	18	1	-1
O=C(NCCCNC1CCCCC1)c1ccc(/C=N/O)nc1	100	100	-10	3	0	98	57	-12	-45	0	-5
CCC(=O)N1CCN(C(=O)CC)C1c1ccccc1	102	102	-6	4	2	100	6	-3	-27	3	-2
COc1ccccc1C(=O)NNC(=O)C(=O)NC(C)(C)C	99	100	-3	-1	-4	102	15	-2	-20	-2	-6
S=C(NCc1ccccc1)NC1CCCc2ccccc21 (configuration not stated)	98	102	-4	-1	-2	99	10	-3	-27	1	-2
CCOC(=O)c1cnc(-n2nc(C)cc2C)nc1-n1nc(C)cc1C	99	100	0	1	-1	104	22	-1	-9	-1	2
Cc1cc2c(ncn2Cc2ccccc2)c(N)c1C	?	101	-1	1	-2	98	10	-4	-32	-2	0
CC(=O)N/C(=C/c1ccc(OC(F)F)cc1)C(=O)O	106	104	1	-2	1	105	4	0	-14	0	-3
N#C/C(=C1\CCCN1)c1ccc2ccccc2n1	103	102	0	0	-4	99	19	1	-16	0	0
CCCC(c1nnnn1C1CCCCC1)N1CCN(c2ncccn2)CC1 (configuration not stated)	99	101	-1	3	-1	98	24	-8	4	0	-2
C#CCOCCOCCOCCNc1nc(N2CCOCC2)nc(N2CCN(C(=O)[C@H]([C@@H](C)CC)n3cc([C@@H](N)Cc4ccc(O)cc4)nn3)CC2)n1	96	99	-3	-2	-4	96	20	-6	-2	-5	-1

Hits appear at their usual frequency; any-hit rate near 1.8%.
